Source: PubChem (IUPUI and University of Michigan)
ST2 IL33 inh – IL1RL1 inhibition | Q01638 | AlphaLISA ST2-Fc/biotin-IL-33 interaction, 1 h | inhibition, % for hits at 17 µM | 78,000 compounds, 2.3% hits | AID 1259354; in the data active means inhibition above about 30%; inconclusive means mostly about 10% to 28%
Target sequence (Q01638 whole entry, looked up): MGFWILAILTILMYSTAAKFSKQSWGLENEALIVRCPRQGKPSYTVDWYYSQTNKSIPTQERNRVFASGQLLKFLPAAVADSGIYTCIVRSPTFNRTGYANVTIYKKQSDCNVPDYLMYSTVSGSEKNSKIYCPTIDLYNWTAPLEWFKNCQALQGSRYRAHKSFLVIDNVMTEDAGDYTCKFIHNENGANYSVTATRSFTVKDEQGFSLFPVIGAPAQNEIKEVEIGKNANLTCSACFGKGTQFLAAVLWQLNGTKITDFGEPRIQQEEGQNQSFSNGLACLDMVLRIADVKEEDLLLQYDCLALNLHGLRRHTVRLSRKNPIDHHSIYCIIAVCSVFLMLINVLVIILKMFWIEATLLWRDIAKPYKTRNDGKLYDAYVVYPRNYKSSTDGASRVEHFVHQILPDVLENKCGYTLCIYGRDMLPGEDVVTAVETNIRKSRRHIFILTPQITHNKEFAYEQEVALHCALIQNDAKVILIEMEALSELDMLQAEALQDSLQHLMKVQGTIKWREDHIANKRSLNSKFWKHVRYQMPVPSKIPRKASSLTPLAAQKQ
Numbers without * were called inactive; i = inactive; ? = inconclusive.

No.	molecule	ST2 IL33 inh
1	CCN(CC)c1cc(N2[C@@H]3CC[C@H]2CC(O)C3)nc(N)n1 (some centres undefined)	?
2	CSCc1nnc(NC(=O)c2ccc(S(=O)(=O)N3CCOCC3)cc2)o1	?
3	Cc1ccc(C(=O)NCc2cccnc2)cc1[N+](=O)[O-]	i
4	O=C(c1ccccc1)N1CCC(N2CCCCCC2)CC1	i
5	CC(CN(C)C)CN1c2ccccc2CCc2ccccc21 (centres undefined)	i
6	CCOC(=O)c1sc2nc(C)nc(OCc3ccccc3Cl)c2c1C	i
7	Cc1cc(CC(C)Nc2nc(-c3cccnc3)nc3c2CNC3)n[nH]1 (centres undefined)	i
8	Cc1cc(S(=O)(=O)N=C2C=CC(=O)c3ccccc32)ccc1Cl	42%*
9	CCc1ccc(-c2csc(N)n2)cc1	?
10	O=C(O)c1cccc(Oc2c(Cl)cccc2[N+](=O)[O-])c1	i
11	CCCCC(CC)CNC(=O)c1ccc(Cn2c(=O)[nH]c3ccsc3c2=O)cc1 (centres undefined)	i
12	CCCc1ccc(Oc2coc3c(C)c(OCC)ccc3c2=O)cc1	i
13	CC(C)C[C@@H]1N[C@H](C(=O)NCCCN2CCCC2=O)Cc2c[nH]c3cccc1c23	?
14	CCOc1ccccc1C1C(C#N)=C(N)Oc2n[nH]c(CC)c21 (centres undefined)	i
15	C=CCN(CC=C)S(=O)(=O)c1ccc(C(=O)N=c2sc3cc(F)ccc3n2C)cc1	i

Among those listed so far, these contain an NH in an aromatic ring:
No.	molecule	ST2 IL33 inh
7	Cc1cc(CC(C)Nc2nc(-c3cccnc3)nc3c2CNC3)n[nH]1 (centres undefined)	i
11	CCCCC(CC)CNC(=O)c1ccc(Cn2c(=O)[nH]c3ccsc3c2=O)cc1 (centres undefined)	i
13	CC(C)C[C@@H]1N[C@H](C(=O)NCCCN2CCCC2=O)Cc2c[nH]c3cccc1c23	?
14	CCOc1ccccc1C1C(C#N)=C(N)Oc2n[nH]c(CC)c21 (centres undefined)	i

(list continues)
No.	molecule	ST2 IL33 inh
16	Cc1csc2ncc(C(=O)Nc3ccccc3C#N)c(=O)n12	?
17	CCOc1ccc(C2CC(c3cccc(OC)c3)Nc3ncnn32)cc1 (centres undefined)	?
18	CC(C)NC(=O)N1Cc2[nH]cnc2C[C@H]1c1nc(-c2cccc([N+](=O)[O-])c2)no1	i
19	Cc1ccc(OC2(C(=O)N[C@@H]3c4ccccc4C[C@@H]3O)CCNCC2)cc1	?
20	O=C(O)C1C2C=CC3(O2)C1C(=O)N1c2ccccc2C2OCCC2C13 (centres undefined)	?
21	COc1cc(OC)c(C2C(C#N)=C(N)Oc3n[nH]c(-c4ccc5c(c4)OCO5)c32)cc1OC (centres undefined)	i
22	O=c1[nH]c2ccc(Br)cc2c(-c2ccccc2)c1[N+](=O)[O-]	i
23	Cc1ccccc1-c1cccc(C(=O)N[C@H]2C[C@H]3C(=O)NCC(=O)N3C2)c1	i
24	Cc1ccccc1CN1CCN(CC(=O)Nc2ccc(Br)cc2)S1(=O)=O	i
25	CS(C)=C1C(=O)NC(=O)N(c2ccccc2)C1=O	i
26	Cn1cc(C(=O)N2CCOCC2)c2c3ccccc3n(C)c2c1=O	i
27	O=C1N(C2Cc3ccccc3C2)C[C@@H]2C[C@@H](c3cccc4c3OCO4)N3CCC[C@@]123	?
28	CN1CCN(CC(O)COCc2ccccc2)CC1 (centres undefined)	i
29	O=C(CCC1CCCN(C(=O)CC2=CCCCC2)C1)Nc1ccc(C(F)(F)F)cc1 (centres undefined)	?
30	O=C(c1cn(CC2CCCO2)nn1)N1CCC(Cc2ccccc2F)CC1 (centres undefined)	i

Screen by screen, from the results shown.
Nos. 18–22 in ST2 IL33 inh: i, ?, ?, i, i

An excerpt from above in order of molecular weight, smallest number first.
No.	molecule	ST2 IL33 inh
28	CN1CCN(CC(O)COCc2ccccc2)CC1 (centres undefined)	i
26	Cn1cc(C(=O)N2CCOCC2)c2c3ccccc3n(C)c2c1=O	i
20	O=C(O)C1C2C=CC3(O2)C1C(=O)N1c2ccccc2C2OCCC2C13 (centres undefined)	?
22	O=c1[nH]c2ccc(Br)cc2c(-c2ccccc2)c1[N+](=O)[O-]	i
18	CC(C)NC(=O)N1Cc2[nH]cnc2C[C@H]1c1nc(-c2cccc([N+](=O)[O-])c2)no1	i
27	O=C1N(C2Cc3ccccc3C2)C[C@@H]2C[C@@H](c3cccc4c3OCO4)N3CCC[C@@]123	?
21	COc1cc(OC)c(C2C(C#N)=C(N)Oc3n[nH]c(-c4ccc5c(c4)OCO5)c32)cc1OC (centres undefined)	i

The list goes on:
No.	molecule	ST2 IL33 inh
31	Cc1nn(CCNc2cc(N(C)C)ncn2)c(C)c1Cl	i
32	Cc1cccnc1[C@H](C)Nc1nc(-c2cccnc2)nc2c1cnn2C	?
33	CCCn1ncc(C(=O)N(C)C(C)c2nccs2)c1C (centres undefined)	i
34	O=C(NCc1ccccc1-n1cncn1)c1onc2ccccc12	i
35	CC(=O)C1=C(C)Nc2ncnn2C1c1ccc(O)cc1 (centres undefined)	i
36	C=CCCC(=O)N1CCc2c(cc(-c3ccccc3Cl)c(=O)n2Cc2ccncc2)C1	?
37	C=CCN1C(=O)C(O)(CC(=O)c2cccc(Br)c2)c2ccccc21 (centres undefined)	i
38	Cc1ccc(CN2CC[C@H](c3nnc(-c4cccnc4)o3)C2)cc1	i
39	Cc1ccc(-n2ncc3c(NCc4ccccc4)ncnc32)c(C)c1	i
40	CCN(CC)C(=O)C1CCCN(c2ccc([N+](=O)[O-])cc2S(=O)(=O)N2CCOCC2)C1 (centres undefined)	i
41	CCCNC[C@H](O)COc1ccccc1C(=O)CCc1ccccc1	i
42	O=c1[nH]c2cccnc2n1-c1ccccc1	i
43	OC1(C#CCOc2ccccc2)CCCCC1	i
44	O=C(NCCOC12CC3CC(CC(C3)C1)C2)c1cc2cc(Br)ccc2oc1=O	i
45	O=C(CN1CCCC1)N1CCCc2c1c(=O)oc1ccc(OCc3ccccc3)cc21	?
46	CC(=O)N1CCN(C2CC(=O)N(c3ccccc3)C2=O)CC1 (centres undefined)	i
47	CCN(CC)C(=O)c1oc2ccc(S(=O)(=O)N3CC(C)CC(C)C3)cc2c1C (centres undefined)	i
48	CC(C)CCOC(=O)C1C2C=CC3(CN(Cc4cccs4)C(=O)C13)O2 (centres undefined)	i
49	Cc1sc(NC(=O)c2ccccc2)c(C(=O)NCCN(C)C)c1C	i
50	COc1ccc(Cl)cc1C(=O)Nc1ccc(S(=O)(=O)N2CCOCC2)cc1	i
51	O=C1c2ccc([N+](=O)[O-])cc2C(=O)N1c1ccc(Cl)cn1	i
52	CCOC(=O)C1(CCOC)CCN(C(=O)c2cc(OC)c(OC)c(OC)c2)CC1	i
53	O=C(c1ccoc1)N1CCOc2c(O)cc(-c3cccc(Cl)c3)cc2C1	?
54	CC1(C)NC(=O)N(CC(O)CN(Cc2ccccc2)Cc2ccccc2)C1=O (centres undefined)	i
55	O=S(=O)(c1ccc(-c2csc(-c3cccnc3)n2)cc1)N1CCCC1	i
56	NS(=O)(=O)c1ccc(CCNC(=O)c2cccc(N3CCCS3(=O)=O)c2)cc1	i
57	Cc1sc2ncnc(SCC(=O)Nc3ccccc3F)c2c1C	i
58	COc1ccc(CNC(=O)c2ccc(NC3=NC4CS(=O)(=O)CC4S3)cc2)cc1 (centres undefined)	i
59	Cc1nc2c(C(=O)NCCCN3CCOCC3)c[nH]n2c(=O)c1Cc1ccc(F)cc1Cl	i
60	c1ccc(-n2cccc2CNC2CCCCC2)cc1	?
61	COc1ccc(CN2CCN(c3ccc([N+](=O)[O-])cc3)CC2)c(OC)c1	?
62	O=C1c2cccc([N+](=O)[O-])c2C(=O)N1n1cnnc1	i
63	O=C(Nc1ccccc1Oc1cccnc1)C1CCCN(Cc2ccc3nonc3c2)C1 (centres undefined)	i
64	N#Cc1ccc(-c2ccncc2)nc1SCc1ccc(F)cc1	34%*
65	Cc1ccc(NC(=O)c2cccs2)nc1	?
66	CCCCN(CC)Cc1c(C)[nH]c2ccccc2c1=O	i
67	COC(=O)C1=C(N)OC2=C(C(=O)CC(c3ccccc3)C2)C1c1ccc(Cl)cc1Cl (centres undefined)	i
68	Cc1[nH]ncc1C(=O)N1CCCC(C(=O)c2ccc(-c3ccccc3)cc2)C1 (centres undefined)	i
69	CS(=O)(=O)N1CCc2cc(NC(=O)c3cccc(Br)c3)ccc21	i
70	CSc1nnc2c(n1)OC(c1ccncc1)Nc1ccc(Br)cc1-2 (centres undefined)	i
71	Cc1cccc(CN2CCN(c3ccccn3)CC2)c1	i
72	CCOC(=O)c1c(NC(=O)c2ccc(S(=O)(=O)N3CCCC3)cc2)sc2c1CCN(C)C2	i
73	O=C(NCCCc1ccccc1)c1ccccc1O	i
74	Cc1ccc(S(=O)(=O)Nc2cccc3ccc(C)nc23)cc1	i
75	Cc1cnc(C)c(-c2cc(O)c3c(c2)CN(Cc2ncccc2C)CCO3)n1	i
76	CC1=NN(c2ccc(Br)cc2)C(=O)/C1=C\c1ccc(N(C)C)cc1	?
77	CC(NC(=O)CN1C(=O)C2CCCCN2C(=O)c2ccccc21)c1ccccc1 (centres undefined)	?
78	CCOc1ccc(S(=O)(=O)Nc2cccc(OC)c2)c2cccnc12	i
79	CCOC(=O)C1(CCOc2ccccc2)CCN(Cc2ccon2)CC1	i
80	CCn1c(CC2CCN(C(=O)C/C=C/c3ccccc3)CC2)nn(C)c1=O	?
81	Cn1c(=O)c2c(nc(SCc3cccc(Br)c3)n2C)n(C)c1=O	i
82	COc1ccc(C2CC(c3c(F)cccc3Cl)n3ncnc3N2)cc1 (centres undefined)	i
83	Cc1cc2ccccc2c(=O)n1CC(=O)NCC(=O)N1CCC(C)CC1	i
84	CN1CCC(Cc2noc(-c3cccc(-n4cccn4)c3)n2)CC1	?
85	COc1ccc(CCN(C)C2CCCN(C(=O)c3cc(C(C)C)no3)C2)cc1OC (centres undefined)	i
86	CN(C(=O)c1ccn(C)n1)C(Cc1ccccc1)C1CCN(C(=O)/C=C/c2cccc(Cl)c2)CC1 (centres undefined)	?
87	CC(CN(C)Cc1ccc(-n2ccnc2)cc1)N1CCOCC1 (centres undefined)	i
88	COc1ccc2oc(=O)c(NC(=O)c3ccc(Br)cc3)cc2c1	i
89	Cc1cc(NC(=O)CSc2cn(Cc3ccc(F)cc3)c3ccccc23)no1	i
90	O=C1C2C3c4ccccc4C(c4ccccc43)C2C(=O)N1Cc1ccccc1 (centres undefined)	i

By substructure, those above containing a furan ring, fused or not
No.	molecule	ST2 IL33 inh
47	CCN(CC)C(=O)c1oc2ccc(S(=O)(=O)N3CC(C)CC(C)C3)cc2c1C (centres undefined)	i
53	O=C(c1ccoc1)N1CCOc2c(O)cc(-c3cccc(Cl)c3)cc2C1	?

(list continues)
No.	molecule	ST2 IL33 inh
91	CC(C)(C)C(=O)Nc1ccnn1C1CCN(C(=O)Cn2cccn2)CC1	i
92	O=C(NO)C12CCCC(CCC1)C2	?
93	CCN(CC)Cc1cc(C(=O)N2CCOC3(CNCCOC3)C2)c(C)o1 (centres undefined)	i
94	c1ccc(-n2cnnc2)c(OCc2nc(CC3CC3)no2)c1	?
95	Cc1ccc(NC(=O)CCOc2ccccc2C)cc1F	i
96	Nc1nonc1-c1noc(CCCCCN2C(=O)c3ccccc3C2=O)n1	i
97	COC(=O)c1sc2ccccc2c1NC(=O)c1coc2ccccc2c1=O	?
98	CC(Oc1ccccc1)C(=O)Nc1c(C(=O)Nc2ccc(F)cc2)oc2ccccc12 (centres undefined)	i
99	CCc1ccc(-n2c(CN3CCN(S(=O)(=O)c4cccc(OC)c4)CC3)nc3cccnc32)cc1	i
100	CCc1[nH]c2c(CNC(=O)NCc3ccco3)cc(F)cc2c1C	i
101	CC(C)=CC(=O)NC1CCCN(Cc2ccc(Cl)cc2)C1 (centres undefined)	?
102	Cc1nc2cc(-c3ccccc3)nn2c(C)c1CCC(=O)Nc1ccc2c(c1)OCO2	i
103	O=C(COc1ccc([N+](=O)[O-])cc1)Nc1ccc(F)cc1F	i
104	Cc1ccc(N(C(=O)c2ccc(Cl)cc2)C2C=CS(=O)(=O)C2)cc1 (centres undefined)	i
105	CCOc1ccc(S(=O)(=O)N=C2C=C(Nc3ccccc3)C(=O)c3ccccc32)cc1	87%*
106	CCOC(=O)C1C(=O)C=C(c2cccs2)CC1c1ccccc1F (centres undefined)	?
107	O=C1C2C3c4ccccc4C([N+](=O)[O-])(c4ccccc43)C2C(=O)N1CCOCc1ccccc1 (centres undefined)	?
108	Cc1cccn2cc(C(=O)N3CCCCC3CCc3ccccn3)nc12 (centres undefined)	?
109	O=C(CCCc1ccccc1)Nc1ccncc1	i
110	Cc1ccc(C)c(NS(=O)(=O)c2cccc3c2C(=O)c2ccccc2C3=O)c1	54%*
111	O=C(C1CCC(=O)N1C1CCCC1)N1CCN(c2ccccc2)CC1 (centres undefined)	i
112	O=C(NC1CC(=O)N(CCCc2ccccc2)C1)c1cccc2nccnc12 (centres undefined)	i
113	Cc1cc(-c2nc3cc(NC(=O)C(C)C)ccc3o2)ccc1Br	?
114	CC(NC(=O)[C@H](CCS(C)(=O)=O)N1Cc2ccccc2C1=O)c1cccs1 (some centres undefined)	i
115	CCOC(=O)CC1=C(C(=O)OCC)C(c2ccc(C)o2)C(C#N)=C(N)O1 (centres undefined)	i
116	Cc1cc2nc(-c3ccc(C)c(NC(=O)C(C)C)c3)oc2cc1C	i
117	O=C(CN1CCCN(Cc2cccc(Cl)c2)S1(=O)=O)Nc1ccc2c(c1)OCO2	?
118	CCc1ccccc1NC(=O)C(=O)N1[C@@H]2CC[C@H]1CN(C)C(=O)C2	?
119	O=C(NCc1ccc(Cl)cc1)c1cc2nc3c(c(C(F)(F)F)n2n1)CCc1ccccc1-3	i
120	O=C(c1oc(=O)c2ccccc2c1-c1ccccc1)N1CCN(C2CCCCC2)CC1	i
121	COc1ccc(-n2c(-c3ccco3)nc3c(cnn3-c3ccccc3Cl)c2=O)cc1	i
122	Cc1cc(NCCN2CCCCCC2)n2c(nc3ccccc32)c1C#N	45%*
123	O=C1c2cccc([N+](=O)[O-])c2C(=O)N1C1C(=O)N(c2ccc(Cl)cc2)C1c1ccc(F)cc1 (centres undefined)	41%*

Some of the compounds tested; the hit share may differ from the screen's.
